# ADAM17 inh = ADAM17 inhibitors, primary screen, biochemical, QFRET; recombinant ADAM17, EDANS/DABCYL FRET peptide cleavage; 370,000 compounds, 0.83% hits; inhibition, % at 6.95 µM; AID 720648, 2013;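 active means inhibition above the mean of compounds lying between control limits plus 3 SD, set per campaign, cut at about 8.5% in these data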;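 further: 0% = DMSO-only wells as the low control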
# PLCg1 inh = PLC-gamma1 enzyme inhibitors, primary screen, biochemical, fluorescence, purified enzyme | inhibition, % at 12.2 µM | fluorogenic substrate | 1-phosphatidylinositol 4,5-bisphosphate phosphodiesterase gamma-1 (Homo sapiens), P19174 | AID 720700, 2013 | 370,000 compounds, 0.84% hits; in the data active means inhibition above about 9.5%
# ARFGAP1 inhibitor = inhibitors of rat ARFGAP1 GAP activity, primary screen, biochemical, fluorescence polarization, GDP tracer. ADP-ribosylation factor GTPase-activating protein 1 (Rattus norvegicus), Q62848. Arfgap1-stimulated ARF1 GTP hydrolysis, GDP FP detection. inhibition, % at 16.5 µM. 360,000 compounds, 0.26% hits. AID 651572, 2012;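 active means inhibition above a per-plate limit, mean inhibition of low control wells plus 3 SD, cut at about 25% in these data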;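 further: 0% = DMSO wells with enzyme and 100% = wells lacking Arfgap1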
# Target sequence (Q62848 1-136 limits assumed): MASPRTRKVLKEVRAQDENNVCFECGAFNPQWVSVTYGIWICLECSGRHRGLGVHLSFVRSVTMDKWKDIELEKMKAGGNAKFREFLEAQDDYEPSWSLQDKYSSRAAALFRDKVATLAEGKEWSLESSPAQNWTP
#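 Assay system: purified rat His6-Arfgap1 residues 1-136 (GAP domain); Reagent: human Δ17 ARF1 bound to GTP; Dosing: 16.5 µM single point, 1.26% DMSO; Times: GTP hydrolysis reaction 2 h at 25 °C; Signal: FP, GDP Alexa 633 tracer displaced from anti-GDP antibody, 620/688 nm; Measure: % inhibition from polarization.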
# PLC-beta3 inh = human PLC-beta3 inhibitors, primary screen, biochemical, fluorescence; inhibition, % at 12.2 µM; Purified PLC-beta3, fluorogenic substrate; 370,000 compounds, 0.18% hits; 1-phosphatidylinositol 4,5-bisphosphate phosphodiesterase beta-3 (Homo sapiens), Q01970; in the data active means inhibition above about 11%;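 further: 0% = median of compound wells on plate and 100% = full blocker control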
# DDE Tn6 FP inh = inhibitors of Tn6 peptide binding to fibrin DD(E), primary screen, biochemical, fluorescence polarization, human fibrin, Tn6 probe; 370,000 compounds, 0.21% hits; AID 720509, 2013; inhibition, % at 8.3 µM; Fibrinogen beta chain (Homo sapiens), P02675; Fibrin DD(E) TRITC-Tn6 fluorescence polarization displacement;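 active means inhibition above a per-campaign cutoff: mean of compounds within control limits plus 3 SD, cut at about 15% in these data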;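 further: 0% = median of all compound wells on the plate and 100% = blocking peptide control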
# Target sequence (P02675 whole entry, looked up): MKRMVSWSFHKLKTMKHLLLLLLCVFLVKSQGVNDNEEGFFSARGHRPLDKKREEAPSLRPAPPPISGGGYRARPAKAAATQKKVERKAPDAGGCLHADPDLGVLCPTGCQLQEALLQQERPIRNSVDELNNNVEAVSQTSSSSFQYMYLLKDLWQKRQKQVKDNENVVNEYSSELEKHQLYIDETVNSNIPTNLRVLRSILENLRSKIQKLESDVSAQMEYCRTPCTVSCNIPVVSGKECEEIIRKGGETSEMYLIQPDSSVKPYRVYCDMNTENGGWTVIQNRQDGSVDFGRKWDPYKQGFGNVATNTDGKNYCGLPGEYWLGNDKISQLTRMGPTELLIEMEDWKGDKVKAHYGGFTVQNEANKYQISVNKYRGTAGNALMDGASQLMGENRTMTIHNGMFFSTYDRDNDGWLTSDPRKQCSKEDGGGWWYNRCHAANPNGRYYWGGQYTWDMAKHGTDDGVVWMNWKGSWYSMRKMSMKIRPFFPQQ
# KLK7 zymogen act = proKLK7 zymogen activators, primary screen, biochemical, fluorescence intensity; purified proKLK7, EDANS-DABCYL substrate fluorescence; 100% is mature enzyme control, 0% vehicle; activation, % at 7 µM; 370,000 compounds, 0.9% hits;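 active means activation above the mean of all tested compounds plus 3 SD, computed per campaign excluding outliers beyond control limits, cut at about 13% in these data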
# ASAP1 GAP inh = inhibitors of human ASAP1 ArfGAP activity, primary screen, biochemical, fluorescence polarization; Arf-GAP with SH3 domain, ANK repeat and PH domain-containing protein 1 (Homo sapiens), …; ASAP1-stimulated ARF1 GTP hydrolysis, GDP FP detection; inhibition, % at 16.5 µM; 360,000 compounds, 0.19% hits; AID 624377, 2012; in the data active means inhibition above about 25%;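 further: 0% = vehicle with enzyme and substrate and 100% = no enzyme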
# Target sequence (Q9ULH1 325-724 limits assumed): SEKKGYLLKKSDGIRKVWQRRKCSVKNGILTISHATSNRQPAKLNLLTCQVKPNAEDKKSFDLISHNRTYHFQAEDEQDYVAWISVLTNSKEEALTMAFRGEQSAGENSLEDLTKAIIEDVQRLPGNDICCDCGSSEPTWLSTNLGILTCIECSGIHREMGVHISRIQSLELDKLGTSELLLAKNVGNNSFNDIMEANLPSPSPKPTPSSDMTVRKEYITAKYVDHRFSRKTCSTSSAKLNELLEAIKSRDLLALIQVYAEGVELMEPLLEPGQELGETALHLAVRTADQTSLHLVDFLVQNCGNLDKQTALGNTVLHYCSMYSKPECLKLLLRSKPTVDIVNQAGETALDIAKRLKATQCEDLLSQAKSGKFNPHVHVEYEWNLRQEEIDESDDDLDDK
# DDE Tn7 FP inh = inhibitors of Tn7 peptide binding to fibrin DD(E), primary screen, biochemical, fluorescence polarization, human fibrin, Tn7 probe; Fibrinogen beta chain (Homo sapiens), P02675; FP displacement of FITC-Tn7 peptide from fibrin DD(E); 0% = median of compound wells per plate; inhibition, % at 8.3 µM; 370,000 compounds, 0.13% hits; AID 720508, 2013;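 active means inhibition above the mean of compounds falling within the control limits plus 3 SD of them, cut at about 14% in these data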;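 further: 0% = plate median of compound wells and 100% = 10 µM Aha-Tn7 peptide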
#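 Also added: labelled Tn7 tracer, 0.1 µM; Assay system: human fibrin DD(E) protein; Amount: 2 µM fibrin DD(E); Schedule: 10 min compound pre-incubation, 3 h probe incubation at room temperature; Repeats: one replicate per compound; Read-out basis: percent inhibition; Measured by: fluorescence polarization of the labelled Tn7 tracer.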
# UHRF1 binding = UHRF1 methylated DNA binding inhibitors, primary screen, counter-screen for MBD2 inhibitor project, biochemical, TR-FRET, human UHRF1, single concentration; AID 687016, 2013; E3 ubiquitin-protein ligase UHRF1 (Homo sapiens), Q96T88; inhibition, % at 4.4 µM; UHRF1 binding to methylated oligo; 370,000 compounds, 0.75% hits; in the data active means inhibition above about 21%;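 further: UHRF1 SRA domain binding a hemimethylated CpG hairpin DNA probe; 0% = median of test compound wells and 100% = reference inhibitor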
# MBD2 DNA inh = inhibitors of MBD2 binding to methylated DNA, primary screen, biochemical, TR-FRET, DNA-binding domain, human | MBD2 binding to methylated oligonucleotide | inhibition, % at 4.4 µM | 370,000 compounds, 0.31% hits | AID 686964, 2013; in the data active means inhibition above about 13%
# * hit, by the source's call; i = inactive; · = no result given.
SMILES	ARFGAP1 inhibitor	PLCg1 inh	ASAP1 GAP inh	MBD2 DNA inh	PLC-beta3 inh	UHRF1 binding	DDE Tn7 FP inh	ADAM17 inh	KLK7 zymogen act	DDE Tn6 FP inh
FC(F)(F)c1nnc(-c2ccccc2)nc1Sc1ccccc1	-3	2	-11	-4	0	-2	-3	-1	-0.2	10
CCC1(c2ccc(Cl)cc2)NC(=O)N(CC(=O)N2CCN(C(=O)c3ccco3)CC2)C1=O (stereo not given)	-2	1	2	-1	2	-2	-7	-3	0.6	5
Cn1c(OCc2cccnc2)nc2c1c(=O)n(Cc1ccc(Br)cc1)c(=O)n2C	4	0	2	-1	1	-1	-4	-64	-0.2	-1
COCC(C)NC(=O)c1cc(S(=O)(=O)N2CCCCC2)ccc1N1CCOCC1 (stereo not given)	-5	-1	-13	-4	-6	0	3	-3	0.2	12
CCOC(=O)c1sc2ncn(/N=C/c3cccnc3)c(=O)c2c1C	6	-1	7	3	0	-1	4	-4	0.2	-4
CCOC(=O)c1sc(N/N=C/c2ccc(N(C)C)cc2)nc1C	9	-230	-6	-6	-320	0	1	-8	-0.1	0
CCOc1ccc(-n2c(SCC(=O)NCc3ccco3)nc3ccccc3c2=O)cc1	3	1	-7	8	-6	3	-3	-3	1.1	5
CCOC(=O)c1oc2nc(C)c3c(c2c1N)CC(C)(C)OC3	7	-319	-5	-5	-378	-2	10	-68	3.8	-2
O=C(c1cccc(C(F)(F)F)c1)N1CCC(O)(CS(=O)(=O)Cc2ccccc2Cl)CC1	-1	-2	-21	-1	-1	3	2	0	-0.5	4
O=[N+]([O-])c1cccnc1N1CCC(c2cc(-c3ccc(Cl)cc3Cl)n[nH]2)CC1	15	1	-19	3	5	-2	4	11*	0.3	-6
O=C(NCCc1ccccc1)c1coc(=O)c(Br)c1	-3	-121	10	2	-154	1	-2	-195	14*	2
Cc1ccc(N2CCN(C(C(=O)Nc3c(C)cccc3C)c3ccccc3OC(F)(F)F)CC2)cc1 (stereo not given)	-12	3	-6	1	1	-2	10	0	0.0	2
COc1cc(CN2CCN(Cc3ccc(C)cc3)CC2)c([N+](=O)[O-])cc1OC	12	0	12	-5	1	-1	10	-4	-0.6	-1
Cc1nc2ccc(S(=O)(=O)N(C)CC(=O)NCc3ccc4c(c3)OCO4)cc2s1	3	0	8	5	0	3	-8	-8	0.1	-7
COc1ccccc1/C=C/C(=O)NC1CC2CCC1C2 (stereo not given)	2	1	6	1	-7	2	-3	-9	0.4	6
Cc1ccc(C(=O)Nc2ncccc2O)cc1S(=O)(=O)N1CCCCC1	10	2	5	-6	-1	-1	-3	-1	0.0	-15
Cc1nc(NC(=O)c2ccccc2)sc1-c1csc(NCc2ccccc2)n1	7	-70	19	-7	-71	-1	0	3	-5.2	-4
CCn1c(=O)n(CC(=O)Nc2ccc(F)cc2)c(=O)c2ccccc21	-13	0	-1	1	1	-3	-2	-2	0.5	0
CC1Oc2ccccc2OC1(O)c1ccc2ccccc2n1 (stereo not given)	1	2	-7	6	3	4	-1	-5	-0.7	-5
FC(F)(F)c1ccc(Cl)c(-n2c(-c3cc(-c4ccco4)[nH]n3)n[nH]c2=S)c1	-3	-2	3	-3	-9	1	3	2	0.7	2

# Remaining list, next part:
SMILES	ARFGAP1 inhibitor	PLCg1 inh	ASAP1 GAP inh	MBD2 DNA inh	PLC-beta3 inh	UHRF1 binding	DDE Tn7 FP inh	ADAM17 inh	KLK7 zymogen act	DDE Tn6 FP inh
Cn1c(=O)n(C)c2cc([N+](=O)[O-])c(N3CCN(C(=O)c4ccccc4Cl)CC3)cc21	13	8	-13	-14	0	-9	3	2	0.6	3
Oc1csc(Cc2nc(-c3ccc4ccccc4c3)cs2)n1	-3	-14	-3	1	-8	1	-5	-1	-1.1	-7
CSCCC(NS(=O)(=O)c1ccccc1F)C(=O)N1CCCCCC1 (stereo not given)	-3	2	-4	1	3	2	-4	1	0.1	3
Cc1ccc(Cl)c(NC(=O)CN2C(=O)C(C)N(c3ccc(F)cc3)C2=O)c1Cl (stereo not given)	-4	6	-13	0	-7	2	-1	-4	0.1	1
COc1cccc2sc(Nc3nc(-c4ccncc4)cs3)nc12	2	-31	4	1	-65	-2	5	0	0.5	-15
CCN(C(=O)C1CCCN(c2nc(-c3ccc(OC)cc3)no2)C1)c1ccccc1F (stereo not given)	19	2	1	5	-1	3	0	0	-0.3	-3
CCCCn1c(=O)[nH]c(=O)c2c1nc(-c1ccc3ccccc3c1)n2CC	18	-2	-3	5	-12	-1	1	-11	-1.7	2
Cc1cc(C)cc(NC(=S)NCc2ccc3c(c2)OCO3)c1	4	6	7	-2	2	3	-11	5	0.3	2
C#CCCOC(=O)N1C2=NC(C(=O)OC)=C(C(=O)OC)[C@@H]3N(C)c4ccc(OC)cc4[C@]23C[C@H]1C(=O)OC	-3	5	7	2	3	3	-4	5	0.4	10
O=C(N[C@@H](Cc1cccnc1)C(=O)N1CCC[C@H]1C(=O)NCCc1ccccc1Cl)c1ccccc1	7	1	-5	-1	1	0	5	-4	0.3	1
CCCCN1C(=O)C(CC(=O)NC2CCCC2)CC(C(=O)N(CC)CC)=C1C (stereo not given)	-4	1	-9	7	-1	2	0	-3	0.4	1
Cc1ccc(NC(=O)CSCC(=O)NNC(=O)c2ccoc2C)cc1	10	-2	3	-2	1	-2	6	-1	-0.1	1
CC1CC(=O)c2cnc(Nc3ccccc3)nc2C1 (stereo not given)	-4	-9	-13	-3	-10	0	6	-2	-0.2	5
CC(=O)N1CCc2cc(S(=O)(=O)NC3CCN(C(=O)CCl)CC3)ccc21	·	-3	·	4	0	0	1	-2	-0.6	6
O=c1c2ccccc2nc(SCc2cccc(F)c2)n1-c1cccc(S(=O)(=O)N2CCCC2)c1	-4	0	-8	4	0	0	7	7	-0.4	-3
CCC(=O)c1ccc(OCCSc2ncccn2)cc1	-2	3	-14	1	2	0	-4	2	0.6	-2
CCc1ccccc1NC(=O)NC1CC2CCC(C1)N2Cc1ccco1 (stereo not given)	-1	1	-1	1	-2	0	-9	-5	0.1	-11
COc1ccc(N2CCN(C(=O)CCCn3c(=O)[nH]c4cc(Cl)ccc4c3=O)CC2)cc1	3	11*	6	2	7	4	-1	6	0.1	-15
Cc1cccc(NC(=S)NCC(c2cccnc2)N2CCOCC2)c1 (stereo not given)	0	0	8	3	2	1	4	-4	-0.2	3
COc1ccc(CCN(C)CC(=O)Nc2c(C)cc(C)cc2C)cc1OC	4	-1	1	0	-3	-1	1	1	-0.6	2

# Sorted by the number under ARFGAP1 inhibitor (smallest number first): 3 of the compounds above
compound | ARFGAP1 inhibitor
O=c1c2ccccc2nc(SCc2cccc(F)c2)n1-c1cccc(S(=O)(=O)N2CCCC2)c1 | -4
C#CCCOC(=O)N1C2=NC(C(=O)OC)=C(C(=O)OC)[C@@H]3N(C)c4ccc(OC)cc4[C@]23C[C@H]1C(=O)OC | -3
COc1ccc(CCN(C)CC(=O)Nc2c(C)cc(C)cc2C)cc1OC | 4

# The listing continues:
SMILES	ARFGAP1 inhibitor	PLCg1 inh	ASAP1 GAP inh	MBD2 DNA inh	PLC-beta3 inh	UHRF1 binding	DDE Tn7 FP inh	ADAM17 inh	KLK7 zymogen act	DDE Tn6 FP inh
Cc1cc(C(=O)OCC(=O)N2CC(=O)Nc3ccccc32)c(C)n1-c1ccc(F)cc1	0	-3	-3	1	1	3	6	6	0.4	-1
COCCNC(=O)CSc1nccn1Cc1ccc2c(c1)OCO2	6	2	0	-4	-3	3	3	0	0.5	3
O=C1c2ccccc2C(=O)N1CCCSc1nc2ccccc2o1	-1	3	-3	4	3	3	-6	5	1.2	-5
COc1ccc(CC(=O)NCc2ccccc2)cc1S(=O)(=O)N1CCOCC1	13	5	13	-1	3	2	0	0	-0.3	-4
Cc1ccc(OCC(=O)Nc2cc(S(=O)(=O)N3CCCCC3)ccc2N2CCN(C)CC2)c(C)c1	0	6	12	8	0	-1	-6	0	-0.1	-9
COc1cc(-n2c(=O)c3ccccc3n(Cc3cccnc3)c2=O)cc(OC)c1OC	0	3	12	3	1	-2	0	1	0.7	0
COCCN(C(=O)c1ccc(N2CCCC2=O)cc1)c1c(N)n(CC(C)C)c(=O)[nH]c1=O	10	-1	-2	-2	-5	0	-5	-1	-0.3	1
Cc1nn(Cc2ccccc2Cl)c(C)c1NC(=O)c1nc2ncccn2n1	13	6	7	2	5	-1	-7	1	-0.1	4
C=CC[C@H]1c2ccccc2[C@H]2N3N=Cc4ccccc4[C@H]3[C@H](CCc3ccccc3)C(=O)N2N1C(=O)c1ccccc1	·	0	·	-5	1	4	-2	11*	-1.8	-3
CCOC(=O)C(CCCCCOc1ccccc1[N+](=O)[O-])C(=O)OCC	-7	0	3	6	4	-2	-6	3	-0.3	-2
O=C(Nc1cccc2ccccc12)c1ccc([N+](=O)[O-])s1	5	1	2	1	2	1	-3	2	-0.5	1
COc1ccc(-c2cc3cc(OC)c(OC)cc3cn2)cc1	29*	-212	16	-2	-327	-8	5	-67	0.5	-13
O=C(CCCCCNC(=O)c1ccccc1)N/N=C/c1ccc(O)cc1O	-1	-9	-1	11	-6	21*	4	-12	-3.4	2
COc1ccc(OC)c(Nc2nc(-c3cccs3)cs2)c1	7	-5	6	0	-8	-3	8	-3	-1.4	2
COc1ccccc1CCC(=O)Nc1ccc(OC)c(S(=O)(=O)N2CCCCC2)c1	-1	5	-4	5	2	0	7	2	-0.2	0
CC(C)(C)C(=O)Nc1cccc(C(=O)c2cccc(NC(=O)C(C)(C)C)c2)c1	5	2	2	0	1	-2	0	-2	-0.1	7
NC(=O)c1ccc2c(=O)c(O)c(-c3cc(Cl)c(N)c(Cl)c3)[nH]c2c1	4	i	4	3	i	4	5	-176	-17	-26
CN(c1ccccc1)S(=O)(=O)c1ccc(C(=O)NCc2ccc(F)cc2)cc1	-1	-2	6	-3	-2	-1	6	0	-0.7	13
CCOC(=O)Cn1c(=O)oc2cc(S(=O)(=O)N(C)Cc3ccccc3)ccc21	-2	-1	-5	-3	-7	0	0	-1	0.2	8
O=C(Cc1ccc(Br)cc1)Nc1ccc(S(=O)(=O)Nc2ncccn2)cc1	3	2	0	3	-9	-2	-2	-3	-0.9	-4
